High-throughput results: PubChem, several laboratories
KCNQ1 block – inhibitors of human KCNQ1 potassium channel. AID 2642. 310,000 compounds, 1.3% hits. P51787. CHO-K1 KCNQ1, FluxOR thallium flux fluorescence; stronger effect = higher value. B-score at 10 µM;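 active means compounds whose thallium flux B-score, printed positive for inhibition, exceeds three library SD while starting fluorescence stays within three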;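 further: channel opened by potassium depolarization with thallium stimulus after 20 min compound exposure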
hERG protect – shields human hERG channel from block by proarrhythmic agents. Q12809. CHO-hERG, FluxOR thallium flux, dofetilide IC70 present. activation (rescue from dofetilide block), less the hit threshold, % at 10 µM. 310,000 compounds, 0.51% hits. AID 1511;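 active means activation above the mean of controls blocked by dofetilide plus 5 SD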;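 further: thallium influx through hERG after potassium depolarization seen as dye fluorescence rise; in these data hits start at about 4.7%; inactives centre near -7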
DYRK1A inh – inhibitors of rat Dyrk1A kinase; 310,000 compounds, 0.43% hits; ADP-Glo luminescence, NFATc1 peptide; inhibition, % at 12.5 µM; in the data active means inhibition above about 50%;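 further: plate controls were vehicle with enzyme for no effect and no enzyme for full effect; many of its hits are not listed in these tables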
KCNK3 inh – human KCNK3 channel inhibition, primary screen; O14649; CHO-KCNK3 thallium flux, FluxOR fluorescence; stronger effect = lower value; B-score at 10 µM; 340,000 compounds, 0.84% hits; AID 602410;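 active means B-score under library mean minus 4 SD, starting fluorescence ratio at most library mean plus 5 SD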;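 further: more negative B-score means stronger inhibition of thallium flux through KCNK3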
KCNQ1 pot – potentiators or activators of human KCNQ1 potassium channel. AID 2648. CHO-K1 KCNQ1, thallium flux FluxOR fluorescence; stronger effect = higher value. B-score at 10 µM. P51787. 310,000 compounds, 0.35% hits;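 active means fluorescence ratio B-score, a plate-corrected score, at least three library SD, with initial intensity B-score within 5 SD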
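System: Stable KCNQ1 CHO-K1 line | Incubation: 90 min dye loading and 20 min compound exposure, both at room temperature | Measure: Ratio B score | Medium: Assay buffer for compound exposure, DMSO matched across wells | Compound dosing: Single-concentration screen | Probe or stimulus: K+/Tl+ depolarizing stimulus | Measured by: Kinetic FluxOR fluorescence, 10 s baseline plus 110 s post-stimulus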
HDAC3 inh – human HDAC3 inhibition; O15379; recombinant HDAC3, fluorogenic peptide/trypsin coupled, fluorescence; inhibition, % at 8.3 µM; 320,000 compounds, 0.15% hits; AID 2718; in the data active means inhibition above about 26%, passing the limit was not always enough
ANO1 activ – activators or potentiators of mouse TMEM16A chloride channel. 340,000 compounds, 0.3% hits. HEK293 TMEM16A/YFP-H148Q/I152L, iodide quench fluorescence; stronger effect = lower value. Q8BHY3. B-score at 10 µM;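 active means fluorescence-ratio B-score plate-corrected deviation score at least 3 library SD below zero, with starting fluorescence score within 5 deviations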;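 further: channel opened by trigger with iodide after compound preincubation; score built on the fluorescence ratio of max minus min over baseline; more negative score means more quench and so TMEM16A activation or potentiation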
TMEM16A inh – mouse TMEM16A channel inhibition, primary screen; 310,000 compounds, 1.2% hits; HEK293 TMEM16A/YFP iodide influx fluorescence, ionomycin; Q8BHY3; normalized B-score (activity score, 25-100; higher = stronger inhibition) at 10 µM; AID 588511;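 active means ratio plate-corrected score three or more library SD toward inhibition, starting fluorescence score within five deviations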;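 further: score derived from kinetic fluorescence span divided by baseline fluorescence per well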
KCNK9 block – blocks the human KCNK9 two-pore domain potassium channel; Q9NPC2; HEK293 KCNK9, FluxOR thallium flux fluorescence; stronger effect = lower value; B-score at 10 µM; 310,000 compounds, 1.2% hits; AID 488922;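 active means ratio B-score over 3 SD below the library mean, with starting fluorescence within 5 SD of its mean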;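 further: negative B-score means less thallium flux so channel inhibition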
TRPC4 PAM – allosterically enhances the mouse TRPC4 cation channel; Q9QUQ5; B-score at 10 µM; AID 2227; HEK293 TRPC4beta/mu-opioid, DAMGO EC20, Fluo-4 Ca2+ flux; stronger effect = higher value; 310,000 compounds, 0.42% hits;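 active means B-score of calcium response area above 5 SD of library B-scores, with initial fluorescence ratio within 5 SD of library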;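 further: B-score of integrated fluorescence ratio over time as area under calcium response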
Target sequence (Q9QUQ5 whole entry, looked up): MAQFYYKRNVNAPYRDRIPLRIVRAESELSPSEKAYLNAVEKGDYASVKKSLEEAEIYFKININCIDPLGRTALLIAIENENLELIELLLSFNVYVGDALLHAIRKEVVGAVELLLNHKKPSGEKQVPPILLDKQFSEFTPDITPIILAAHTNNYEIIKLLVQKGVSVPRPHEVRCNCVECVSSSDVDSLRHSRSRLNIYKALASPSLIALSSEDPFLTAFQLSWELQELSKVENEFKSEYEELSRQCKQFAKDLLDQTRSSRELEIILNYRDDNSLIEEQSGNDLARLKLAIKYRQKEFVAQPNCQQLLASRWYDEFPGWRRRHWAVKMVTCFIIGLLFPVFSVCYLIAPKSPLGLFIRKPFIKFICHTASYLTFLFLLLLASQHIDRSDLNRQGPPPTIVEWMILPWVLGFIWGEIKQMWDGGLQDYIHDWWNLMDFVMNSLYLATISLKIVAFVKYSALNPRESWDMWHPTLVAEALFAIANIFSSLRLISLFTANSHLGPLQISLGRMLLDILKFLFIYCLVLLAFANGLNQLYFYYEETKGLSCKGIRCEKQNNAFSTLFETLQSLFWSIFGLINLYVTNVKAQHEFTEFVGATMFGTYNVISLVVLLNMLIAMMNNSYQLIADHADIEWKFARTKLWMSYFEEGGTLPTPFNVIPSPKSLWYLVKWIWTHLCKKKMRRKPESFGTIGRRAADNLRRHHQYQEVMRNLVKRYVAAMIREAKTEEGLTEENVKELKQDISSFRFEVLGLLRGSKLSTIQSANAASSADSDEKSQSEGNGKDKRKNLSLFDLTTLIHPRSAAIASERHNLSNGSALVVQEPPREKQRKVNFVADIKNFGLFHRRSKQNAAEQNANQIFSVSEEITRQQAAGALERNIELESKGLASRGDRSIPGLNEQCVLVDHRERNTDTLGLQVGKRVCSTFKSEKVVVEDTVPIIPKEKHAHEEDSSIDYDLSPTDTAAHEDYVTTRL
TRPC4 act – activators of mouse TRPC4 channel. HEK293 TRPC4beta/mu-opioid, Fluo4 calcium fluorescence; stronger effect = higher value. B-score at 10 µM. 310,000 compounds, 0.49% hits. AID 2237;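 active means B-score above 5 SD of library B-scores, and initial fluorescence ratio not above library mean plus 5 SD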;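 further: positive B-score marks a calcium rise read as TRPC4 activation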
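system = HEK293 cells stably co-expressing mouse TRPC4beta and mu-opioid receptor | schedule = Fluo4 dye loading 45 min at room temperature, 110 s recording | measure = B-scored integrated calcium fluorescence ratio | signal = Fluo4 calcium-sensitive dye fluorescence, kinetic, 1 Hz baseline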
Active calls of the source: *; i = inactive; . = not tested or not shown. An excerpt; count on the stated rates, not on these rows.

SMILES | DYRK1A inh | KCNK3 inh | TRPC4 PAM | hERG protect | KCNQ1 block | KCNK9 block | ANO1 activ | TRPC4 act | KCNQ1 pot | TMEM16A inh | HDAC3 inh
Cc1csc2nc(CNC(=O)CCC(=O)O)cn12 | -1 | i | i | -6 | i | i | i | i | i | i | .
COc1ccc(NC(=O)C(=O)NCCN2CCN(C(=O)C(c3ccccc3)c3ccccc3)CC2)cc1 | 1 | i | i | -10 | i | i | i | i | i | i | 4
C/C(=N\N=C(/C)c1cccc(N)c1)c1cccc(N)c1 | . | i | i | -4 | i | i | i | i | i | i | -9
CCOc1ccccc1NC(=O)NNC(=O)CCc1ccc(OC)cc1 | 5 | i | i | -4 | i | i | i | i | i | i | -8
CCOc1ccc(S(=O)(=O)N2CCCC(C(=O)N3CCC(C(N)=O)CC3)C2)cc1Cl (stereo not drawn) | -4 | i | i | -9 | i | i | i | i | i | i | -6
COc1ccccc1CC(=O)NC1CC1 | -5 | i | i | -9 | i | i | i | i | i | i | 0
CCc1c(C)nc2ncnn2c1N1CCCC(C(=O)NCc2ccc3c(c2)OCO3)C1 (stereo not drawn) | -5 | i | i | -9 | i | i | i | i | i | i | -6
CCOC(=O)c1ccc(C(=S)N2CCCC2)cc1 | 0 | i | i | -3 | i | i | i | i | i | . | .
CC(C)CN(C(=O)CSc1nnc(-c2cccs2)n1N)c1c(N)n(Cc2ccccc2)c(=O)[nH]c1=O | -1 | i | i | -9 | i | i | i | i | i | i | .
CCOC(=O)c1sc(/N=C/c2c(C)[nH]n(-c3ccccc3)c2=O)c(C#N)c1C | . | . | i | 1 | i | i | . | i | i | i | 2
CC(C)OC(=O)CSc1nc2ncc(Cl)cc2[nH]1 | 3 | i | i | -5 | i | i | i | i | i | i | 7
O=C(COc1ccc(S(=O)(=O)N2CCOCC2)cc1)NCc1ccco1 | -2 | i | i | -1 | i | i | i | i | i | i | -9
O=C(Nc1ccccc1)Nc1nccs1 | 2 | i | i | -15 | i | i | i | i | i | i | -8
COCCCNC(=O)CN1C(=O)c2ccccc2C1=O | -1 | i | i | -6 | i | i | i | i | i | i | -5
Nc1c(-c2ccsc2)cnc2ncnn12 | 23 | i | i | -10 | i | i | i | i | i | i | -6
CCOc1ccc(Cn2c(O)cc(=O)[nH]c2=O)cc1 | 0 | i | i | 1 | i | i | i | i | i | i | 0
C=CCOC(=O)C1=C(C)NC(SCC(=O)N(CC)CC)=C(C#N)C1c1ccccc1 (stereo not drawn) | 1 | i | i | -3 | i | i | i | i | i | i | -5
O=C(CCCCCn1c(=S)[nH]c2cc3c(cc2c1=O)OCO3)N1CCN(C2CCCCC2)CC1 | 6 | i | i | -5 | i | i | i | i | i | i | 7
Cc1c(Br)c([N+](=O)[O-])nn1CC(=O)Nc1nccs1 | 9 | i | i | -5 | i | i | i | i | i | i | -4
Cc1cccc(NC2=NC3(CCCCC3)N=C(N)N2)c1 | 7 | i | . | . | . | . | i | . | . | i | 2

Exported with values under each structure: part of the list above.
Results follow in this order: DYRK1A inh	KCNK3 inh	TRPC4 PAM	hERG protect	KCNQ1 block	KCNK9 block	ANO1 activ	TRPC4 act	KCNQ1 pot	TMEM16A inh	HDAC3 inh
C=CCOC(=O)C1=C(C)NC(SCC(=O)N(CC)CC)=C(C#N)C1c1ccccc1 (stereo not drawn)
  1	i	i	-3	i	i	i	i	i	i	-5
O=C(COc1ccc(S(=O)(=O)N2CCOCC2)cc1)NCc1ccco1
  -2	i	i	-1	i	i	i	i	i	i	-9

(more compounds)
SMILES | DYRK1A inh | KCNK3 inh | TRPC4 PAM | hERG protect | KCNQ1 block | KCNK9 block | ANO1 activ | TRPC4 act | KCNQ1 pot | TMEM16A inh | HDAC3 inh
Cc1cc(N)ccc1NC(=O)c1ccccc1 | 2 | i | i | -7 | i | i | i | i | i | 100* | 1
Cc1cc(Oc2ccc(=O)n(C)n2)nc(SCCOc2ccccc2)n1 | . | i | i | -10 | i | i | i | i | i | i | -5
COc1ccc(NC(=O)COc2cc(O)c3c(c2)OC(C)(C)CC3=O)cc1 | 0 | i | i | -8 | i | i | i | i | i | i | 3
COc1ccc(C(=O)OC(C(=O)c2ccc(C)cc2)c2ccccc2)cc1 (stereo not drawn) | -6 | i | i | -11 | i | -15* | i | i | i | i | 7
CCCNS(=O)(=O)c1ccc(CCC(=O)NCc2ccc3c(c2)OCO3)cc1 | -3 | i | i | 2 | i | i | i | i | i | i | 0
CCCc1cc(C(=O)N2CCCC(N3CCN(c4ccccc4F)CC3)C2)n(C)n1 (stereo not drawn) | 2 | i | i | -6 | i | i | i | i | i | i | -16
COc1ccc(CCN2CC(C(=O)N3CCCCCC3)CCC2=O)cc1 (stereo not drawn) | 10 | i | i | -8 | i | i | i | i | i | i | 0
CCOC(=O)c1c(C)[nH]c(C)c1S(=O)(=O)N(C)CC(=O)N(C)Cc1ccccc1 | . | i | i | -10 | i | i | i | i | i | i | -3
Cc1ccc2[nH]c(=O)c(CN(C(=O)c3cccc([N+](=O)[O-])c3)C(C)(C)C)cc2c1 | -3 | i | i | -10 | i | i | i | i | i | i | 0
Nc1nc(SCc2ccccc2)ns1 | -3 | i | i | -2 | i | i | i | i | i | i | 6
Cc1ccc(NC(=O)c2nc[nH]c2C(=O)N2CCN(c3ccccc3)CC2)cc1 | -3 | i | i | -2 | i | i | i | i | i | i | 0
CCCCN(CCCC)CCNC(=O)c1ccc2nc(-c3ccccc3NC(C)=O)c(=O)[nH]c2c1 | 3 | i | i | -4 | i | i | i | i | i | i | 4
Cc1ccc(NC(=O)Cn2cnc3c(nnn3Cc3ccc(F)cc3)c2=O)cc1 | -1 | i | i | -8 | i | i | i | i | i | i | -4
COc1cccc(CN(CC2CCCO2)S(=O)(=O)c2ccc(S(=O)(=O)NCC3CCCO3)cc2)c1OC (stereo not drawn) | -7 | i | i | -7 | i | i | i | i | i | i | 1
Cc1nnc2ccc(-c3cccc(NS(=O)(=O)c4ccccc4[N+](=O)[O-])c3)nn12 | 1 | i | i | -4 | i | i | i | i | i | i | 9
O=S(=O)(NCCN1CCCC1)c1cccc2cccnc12 | -3 | i | i | -4 | i | i | i | i | i | i | 0
Cc1ccc(C(=O)CCC(=O)OCc2nnc(-c3ccccc3)o2)cc1 | 0 | i | i | -5 | i | i | i | i | i | i | 14
CCN1C(=O)/C(=C/c2cc(C)n(C)c2C)SC1=Nc1ccc(OC)cc1 | 4 | i | i | -6 | i | i | i | i | i | i | 2
CSCCC(=O)N(C)CC1CCCN(CCc2cccc(C(F)(F)F)c2)C1 (stereo not drawn) | -3 | i | i | -6 | i | i | i | i | i | i | 8
CN(C)CCCNC(=O)c1ccc2[nH]c3ccccc3c2c1 | 8 | i | i | -8 | i | i | i | i | i | i | -40
O=C(c1ccccc1)C1Oc2ccccc2C2CC(c3cccs3)=NN12 (stereo not drawn) | 6 | i | i | -4 | i | i | i | i | i | i | 5
COc1ccc(/C=C2\Oc3cc(OC(=O)N4CCOCC4)ccc3C2=O)c(OC)c1 | 1 | i | i | -9 | i | i | i | i | i | i | -9
COc1ccccc1NC(=O)CN1CCN(CC(=O)Nc2ccc(F)cc2)CC1 | 15 | i | . | . | . | . | i | . | . | i | 1
CC(C)CCNC(=O)Cn1c(=O)oc2cc(S(=O)(=O)N3CC(C)CC(C)C3)ccc21 (stereo not drawn) | -4 | i | i | -6 | i | i | i | i | i | i | 1
Cc1cc(C)c(S(=O)(=O)N2CCOC2CNC(=O)C(=O)NCc2ccncc2)c(C)c1 (stereo not drawn) | 3 | i | i | -5 | i | i | i | i | i | i | 7
COc1cccc(C(=O)N2CCN(Cc3ccc4c(c3)OCO4)CC2)c1OC | 17 | i | i | -6 | i | i | i | i | i | i | -4
C=CCN(C(=O)c1ccc(Cl)cc1)c1ccccc1C(=O)NCC(=O)O | 0 | i | i | -7 | i | i | i | i | i | i | -1
N=c1c2c(n(Cc3ccc(F)cc3)c3c1CCC3)CCCC2 | 7 | i | i | -13 | i | i | i | i | i | i | -5
CC(NC(=O)c1ccc2c(c1)S(=O)(=O)N=C1CCCCCN12)c1ccc(S(N)(=O)=O)cc1 (stereo not drawn) | 2 | i | i | -6 | i | i | i | i | i | i | -5
CN(CCCS(=O)(=O)[O-])c1ccc(/C=C/c2ccc3ccccc3[n+]2C)cc1 | -5 | i | i | -2 | i | i | i | i | i | i | 2
Cc1cc(C)n2c(SCC(=O)NC3CCCCC3)nnc2n1 | -1 | i | i | -4 | i | i | i | i | i | i | 2
Cc1nc2ccccc2c(=O)n1NC(=O)c1ccc(Cl)c(Cl)c1 | -1 | i | i | -6 | i | i | i | i | i | i | -2
CC(C)CNC(=S)N(CCN(C)C)Cc1cc2cc3c(cc2[nH]c1=O)OCCO3 | 13 | i | i | -11 | i | i | i | i | i | i | 7
O=C(Nc1ccccc1Cl)c1cc(S(=O)(=O)N2CCCCC2)ccc1N1CCOCC1 | -4 | i | i | -19 | i | i | i | i | i | i | -3
Cc1ccccc1Cn1c(C(C)O)nc2ccccc21 (stereo not drawn) | 1 | i | i | -7 | i | i | i | i | i | i | 1
Cc1ccc(CC2CC(=O)N(c3ccc(Cl)cn3)C2=O)cc1 (stereo not drawn) | 1 | i | i | -3 | i | i | i | i | i | i | -10
COc1cc(OC)cc(C(=O)NC(C)CNc2ccc(Cl)cc2[N+](=O)[O-])c1 (stereo not drawn) | 4 | i | i | -6 | i | i | i | i | i | i | -10
O=S(=O)(NC(=NCc1ccccc1)c1ccccc1)c1ccc(Br)cc1 | 4 | i | i | -12 | i | i | i | i | i | i | -2
COc1ccc(N(CC(=O)N2CCN(c3ccccc3)CC2)S(=O)(=O)c2c(C)noc2C)cc1 | -3 | i | i | -11 | i | i | i | i | i | i | 3
CCOc1ccc(N=Nc2cc(C(C)C)ccc2O)cc1 | -8 | i | i | 9.1* | i | i | i | i | i | i | -2
O=C(COc1ccc2c3c(c(=O)oc2c1)CCC3)N1CCCC1 | 0 | i | i | -9 | i | i | i | i | i | i | -7
